OPRM1-OPRD1 inv: inverse agonists of MOR-DOR heterodimerization, primary screen, cell-based, luminescence | Mu-type opioid receptor (Homo sapiens) + Delta-type opioid receptor (Homo sapiens), … | inhibition, % at 9.3 µM | cell-based MOR-DOR heterodimer luminescence, inverse agonism | actives 0.21% (n = 340,000) | AID 504357, 2011; in the data active = inhibition above about 22%, passing the limit was not always enough;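 also: 0% = cells with DMSO and 100% = wells without cells with DMSO; values of inactives mirror those of a sister screen read the other way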
Target sequence (P35372 whole entry, looked up): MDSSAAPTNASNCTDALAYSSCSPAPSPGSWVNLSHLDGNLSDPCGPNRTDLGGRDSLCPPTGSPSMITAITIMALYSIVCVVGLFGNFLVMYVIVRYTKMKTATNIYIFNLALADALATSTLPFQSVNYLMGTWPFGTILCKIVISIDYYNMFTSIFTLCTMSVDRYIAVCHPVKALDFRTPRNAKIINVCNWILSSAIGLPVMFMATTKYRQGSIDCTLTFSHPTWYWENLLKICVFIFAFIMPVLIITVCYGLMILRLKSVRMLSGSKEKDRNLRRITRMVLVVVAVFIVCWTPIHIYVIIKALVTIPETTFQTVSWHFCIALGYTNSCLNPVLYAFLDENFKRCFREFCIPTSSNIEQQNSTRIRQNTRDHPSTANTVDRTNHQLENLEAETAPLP
Target sequence (P41143 whole entry, looked up): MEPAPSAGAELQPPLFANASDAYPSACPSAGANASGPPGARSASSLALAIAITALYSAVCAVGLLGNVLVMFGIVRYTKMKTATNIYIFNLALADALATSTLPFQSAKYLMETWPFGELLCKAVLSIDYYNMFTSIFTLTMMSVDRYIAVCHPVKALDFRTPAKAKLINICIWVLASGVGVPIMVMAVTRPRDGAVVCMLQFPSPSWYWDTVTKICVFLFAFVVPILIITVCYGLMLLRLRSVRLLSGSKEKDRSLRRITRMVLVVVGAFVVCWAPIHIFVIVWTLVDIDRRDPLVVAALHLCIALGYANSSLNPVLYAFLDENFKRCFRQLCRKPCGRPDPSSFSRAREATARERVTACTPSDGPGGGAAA
MOR-DOR ag: agonists of OPRM1-OPRD1 heterodimerization, primary screen, cell-based, luminescence. Mu-type opioid receptor (Homo sapiens) + Delta-type opioid receptor (Homo sapiens), …. cells. actives 0.3% (n = 340,000). AID 504326, 2011. activation, % at 9.3 µM; in the data active = activation above about 18%;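 also: 0% = vehicle-treated cells and 100% = reference agonist; values of inactives mirror those of a sister screen read the other way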
Mot1-301 SUMO: yeast Mot1-301 growth rescue at high temperature, primary screen, SUMOylation pathway inhibitor project, S. cerevisiae, ATP luminescence, 38.5C; actives 1% (n = 320,000); S. cerevisiae Mot1-301 growth rescue; percent above DMSO median, 100 means doubled; growth rescue, % at 18.8 µM;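 active = every valid replicate shows activation above 250% relative to neutral control wells; inactive = the rest, any valid replicate at or below 250%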;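 also: OY570 slx delta 5 strain wells were the positive control but not used for scaling; some compounds called inactive have numbers as strong as hits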
E coli growth: E. coli V3065 growth inhibition, primary screen, counter-screen for AddAB inhibitor project, absorbance, OD600; 18 h; inhibition, % at 11.9 µM; actives 0.27% (n = 330,000); AID 449728, 2010;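 active = inhibition above the campaign's mean inhibition across all tested compounds plus 3 SD, cut at about 9.9% in these data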;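 also: uninfected addAB+ strain grown without phage in ampicillin broth; 0% = DMSO wells and 100% = ciprofloxacin 0.95 µg/ml wells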
phage Ecoli inh: growth loss of phage-infected E. coli, primary screen, RecBCD inhibitor project, absorbance, with phage, HTS; AID 651602, 2012; actives 0.26% (n = 360,000); inhibition, % at 11.9 µM; in the data active = inhibition above about 11%
HTR5A inv ctr: HTR5A inverse agonists in luminescence cell assay, primary screen, counter-screen for OPRM1-OPRD1 heterodimer inverse agonist project, full-deck HTS; inhibition, % at 9.3 µM; HTR5A cell line, inverse agonism; actives 0.083% (n = 340,000); AID 504634, 2011; 5-hydroxytryptamine receptor 5A (Homo sapiens), P47898; in the data active = inhibition mostly above about 23%, no sharp cut-off; inactive = mostly below about 18%;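 also: 0% = cells with DMSO and 100% = no-cell wells with DMSO; some compounds called inactive have numbers as strong as hits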
AddAB inh: growth inhibition of E. coli expressing H. pylori AddAB, primary screen, AddAB inhibitor project, absorbance; inhibition, % at 11.9 µM; actives 0.29% (n = 330,000); AID 435030, 2010; in the data active = inhibition above about 12%;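 also: 0% = vehicle wells of infected cells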
PfHsp90 set2: growth inhibition of PfHsp90-expressing yeast, primary screen, antimalarial PfHsp90 inhibitor project, S. cerevisiae, BacTiter-Glo luminescence, single point, set 2 | BacTiter-Glo ATP, 48 h; yeast lacking PDR1 and PDR3 efflux regulators | inhibition, % at 9.4 µM | actives 0.32% (n = 310,000) | AID 504621, 2011;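 active = every replicate shows inhibition above about 80%, whatever the replicate mean, limit read from the data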;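 also: 0% = DMSO neutral controls and 100% = 20 µM radicicol positive controls; yeast relying on Plasmodium falciparum Hsp90 in place of its own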
PKA-R1A activ: activators of PKA-R1A holoenzyme, primary screen, biochemical, fluorescence polarization, Cy5-IP20, bovine R1A, mouse PKAc; cAMP-dependent protein kinase type I-alpha regulatory subunit (Bos taurus) + …; PKA-R1A dissociation; scaled: DMSO 0%, 113 µM cGMP 100%; activation, % at 11.4 µM; actives 0.083% (n = 340,000);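 active = percent activation above the mean of all tested compounds plus 3 SD, cut at about 19% in these data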;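 also: higher means more PKAc released from R1A so a rise in polarization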
PKA-R2B activ: activators of PKA-R2B holoenzyme, primary screen, biochemical, fluorescence polarization, Cy5-IP20, human; cAMP-dependent protein kinase catalytic subunit beta (Homo sapiens) + cAMP-dependent …; PKA-R2B holoenzyme dissociation; R2B truncated from residue 108, S112A mutant; 0% DMSO only, 100% 113 µM cGMP; activation, % at 11.4 µM; actives 0.079% (n = 340,000); AID 504700, 2011;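 active = activation above a cutoff set at the mean over all compounds plus 3 SD, cut at about 18% in these data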;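 also: higher means more holoenzyme dissociation and a rise in polarization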
Tat export inh: E. coli Tat export inhibitors, primary screen, MC4100, TorA-mCherry reporter, fluorescence, single point; inhibition, % at 10 µM; actives 0.036% (n = 340,000);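 active = mean replicate inhibition at least 50% and at least half of replicates individually reaching 50%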;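 also: exported cargo escapes ClpAP degradation while cytoplasmic cargo is degraded and loses fluorescence; 0% = median of neutral control wells and 100% = median of NaSCN control wells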
* hit, by the source's call; i = inactive; x = not tested or not shown.

canonical_smiles,Mot1-301 SUMO,E coli growth,HTR5A inv ctr,OPRM1-OPRD1 inv,PKA-R2B activ,AddAB inh,Tat export inh,PKA-R1A activ,phage Ecoli inh,MOR-DOR ag,PfHsp90 set2
COc1ccc(CC(=O)Nc2nnc(SCc3ccccc3)s2)cc1S(=O)(=O)N1CCOCC1,-8,-0.9,15,3,-10,1.4,-2,-1,3.5,-0.7,-48
COc1ccc(-n2ncc3c(=O)n(CC(=O)OCc4ccccc4)cnc32)cc1,9,1.7,16,-5,0,0.4,-13,-7,4.6,0.9,x
C/C(CC1CC(COCC(C)C)OC1=O)=N\Nc1nc(-c2ccccc2)cs1 (stereo not drawn),56,-2.1,-10,-5,4,1.1,11,3,2.0,0.9,x
CCN(CC)S(=O)(=O)c1ccc(Cl)c(NC(=O)COC(=O)/C=C/c2ccc(O)c(OC)c2)c1,-12,0.4,4,-8,10,0.7,-3,3,3.0,1.4,-13
Cc1nc2sccn2c(=O)c1S(=O)(=O)Nc1ccc(N2CCN(C(=O)C(C)C)CC2)cc1,0,1.8,-1,13,-17,4.9,22,-8,-1.1,-2.5,-15
CCOc1ccccc1C(=O)OCC(=O)Nc1cc(S(=O)(=O)N2CCOCC2)ccc1C,x,-1.9,0,10,-5,1.3,12,-3,3.0,-2.4,3
CC1=C(C#N)C(Nc2ccc(C)cn2)(C(F)(F)F)C(=O)N1 (stereo not drawn),-8,0.5,11,21,-1,-1.6,3,-4,1.6,-4.9,-6
CC(=O)c1cccc(NC(=O)Nc2c(C)nn(C)c2C)c1,81,0.0,-28,16,-6,-1.4,8,-19,3.6,-2.7,x
c1coc(Cn2nnnc2CN2CCN(C3CCCC3)CC2)c1,-9,1.1,16,8,5,0.5,-11,-4,1.6,-1.5,-21
COc1cccc(NC(=O)Cc2c(C(=O)O)[nH]c3ccccc23)c1,6,-3.4,-1,-10,4,-0.1,4,-5,1.0,1.6,-5
C=CCN(Cc1cccs1)C(=O)COc1ccc2c(c1)OCO2,-10,0.3,17,4,-5,-1.0,-4,12,2.4,-0.9,-7
COc1ccc(C(NC(=O)/C=C/c2ccco2)c2ccc(OC)c(OC)c2)cc1OC,4,-0.2,4,9,3,0.7,-1,4,1.3,-1.4,-19

The closing three entries of the section above open the next one:
canonical_smiles,Mot1-301 SUMO,E coli growth,HTR5A inv ctr,OPRM1-OPRD1 inv,PKA-R2B activ,AddAB inh,Tat export inh,PKA-R1A activ,phage Ecoli inh,MOR-DOR ag,PfHsp90 set2
COc1cccc(NC(=O)Cc2c(C(=O)O)[nH]c3ccccc23)c1,6,-3.4,-1,-10,4,-0.1,4,-5,1.0,1.6,-5
C=CCN(Cc1cccs1)C(=O)COc1ccc2c(c1)OCO2,-10,0.3,17,4,-5,-1.0,-4,12,2.4,-0.9,-7
COc1ccc(C(NC(=O)/C=C/c2ccco2)c2ccc(OC)c(OC)c2)cc1OC,4,-0.2,4,9,3,0.7,-1,4,1.3,-1.4,-19
COc1ccc(CCNC(=O)C2CCC(CNc3c(N4CCCC4)c(=O)c3=O)CC2)cc1OC (stereo not drawn),-8,1.5,8,16,-9,2.2,-6,-4,0.5,-2.9,16
C[C@@H]1CN([C@H](C)CO)C(=O)c2cc(NC(=O)Nc3ccc(C(F)(F)F)cc3)ccc2O[C@H]1CN(C)C(=O)Nc1ccc(F)cc1,x,x,-2,-6,-18,x,4,-1,5.1,1.1,-8
CCCCC(=O)c1ccc(OC(=O)c2ccc([N+](=O)[O-])cc2)cc1,x,x,4,8,-14,x,3,-9,0.8,-1.7,18
CC(C)CCC(C)NC(=O)CN1C(=O)NC(C)(c2ccc3ccccc3c2)C1=O (stereo not drawn),-1,-1.3,-6,12,1,1.8,6,-6,3.0,-1.8,-26
O=C(Nc1ccc(Oc2ccc(NC(=O)Nc3ccccc3Cl)cc2)cc1)Nc1ccccc1Cl,-2,1.3,1,15,6,-1.2,-6,-3,-0.9,-3.3,-25
COc1ccccc1CNC(=O)C(NC(=O)Nc1ccccc1)C(C)C (stereo not drawn),-1,-0.4,10,1,1,3.9,-6,-3,1.1,-0.2,14
CCOc1cccc2sc(N(CCCN(C)C)C(=O)c3ccc(S(=O)(=O)N(C)CC4CCCO4)cc3)nc12 (stereo not drawn),-6,0.6,6,20,0,1.2,21,2,0.9,-4.0,4
COc1ccc(N(C(=O)CNC(=O)c2cccs2)C(C(=O)NCC2CCCO2)c2ccc(OC)c(OC)c2)cc1 (stereo not drawn),0,-3.1,3,11,4,0.0,-5,-6,2.4,-2.2,-8
COc1ccc(NC(=O)c2cc(F)c(F)cc2Cl)cc1Cl,-4,1.3,-10,7,9,4.3,-6,2,1.2,-1.4,-15
CCOC(=O)c1c(C)[nH]c(C(=O)OCC(=O)N(C)C2CCS(=O)(=O)C2)c1C (stereo not drawn),24,1.9,-8,6,-2,2.9,0,-6,1.7,-1.0,-30
C=C(C)COc1ccc(-c2ncncc2-c2ccc(OC)cc2)c(O)c1,-9,0.0,2,-1,10,-2.9,8,-8,2.2,0.3,6
CCOc1cccc(OCCCCn2ccnc2)c1,9,1.4,-14,17,5,-1.4,4,-6,-0.2,-3.2,-4
O=S(=O)(c1ccccc1)N1CCN=C1SCc1ccc(Cl)c(Cl)c1,20,-1.0,-2,-17,0,3.0,7,1,0.3,3.5,1
CCOC(=O)N1CCN(C(=O)C2CCN(C(=O)c3ccc(C(C)(C)C)cc3)CC2)CC1,17,0.4,-18,-20,-1,2.0,6,3,1.4,2.5,11
CC(C)C[C@H]1CNC(=S)N1CC1CCN(CCCC2CCCC2)CC1,x,x,-2,1,-1,x,8,-17,3.2,-0.1,-11
COC(=O)C1C(C(=O)OC)C1(c1ccccc1)c1ccccc1 (stereo not drawn),6,-3.5,2,7,-6,2.5,-3,-4,-0.5,-1.3,-4
N#CC1=C2SC=C(c3ccc(Br)cc3)N2CCCC1=O,2,1.2,-6,7,-12,5.9,3,-3,4.6,-1.4,3
O=C(CN1CCOCC1)NCCNS(=O)(=O)c1ccccc1,4,-0.9,-2,21,4,-5.9,17,2,2.7,-4.0,0
c1ccc(Oc2ccc(-c3ccnc4nc(N5CCOCC5)nn34)cc2)cc1,29,-0.4,-6,-5,-5,0.7,1,-8,2.7,1.0,-7
Oc1ccc(Cl)cc1-c1cc(-c2ccccc2Cl)[nH]n1,12,-0.3,-2,-6,-1,0.5,-2,-3,4.2,1.2,4
OCCN(CCCn1c(C(F)(F)F)nc2ccccc21)c1nc(CN2CCCCC2)cs1,-3,-1.3,-16,5,-11,-0.2,-8,-6,0.0,-0.8,15
NC(=O)C1CCN(C(=O)c2cc(-c3ccc(Cl)cc3)nc3ccccc23)CC1,-18,-2.0,-1,11,-5,-1.6,5,-5,2.7,-2.1,9
Cc1ccc(N(O)C(=O)NCCCCNC(=O)N(O)c2ccc(C)cc2)cc1,3,-3.6,14,-4,-4,-1.7,-3,-3,-0.1,0.6,9
Cc1ccc(Sc2c(C#N)c(-c3ccccc3)nn2C)cc1,-3,-2.2,-26,-11,-7,-0.9,5,-7,-0.6,2.0,8
Cc1csc(NC(=O)CSc2nnc(-c3cccnc3)o2)n1,-10,-0.5,20,10,0,-1.3,0,6,1.3,-1.9,-3
CCC1C(=O)N=C(SCC(=O)Nc2ccc(C(=O)OC)cc2)NC1=O (stereo not drawn),-7,-1.3,16,0,1,3.9,-2,1,1.1,0.1,-45
COC(=O)c1sc(NC(=O)/C=C/c2ccc(C)o2)nc1C,5,2.3,-3,-2,1,0.6,0,-3,1.3,0.5,-5
Cn1ccc(C(=O)OCC(=O)Nc2ccccc2Cl)n1,x,x,14,6,5,x,1,-5,1.1,-1.1,30
CN1C(=O)c2ccc(C(=O)NCc3ccccc3)cc2C1=O,-7,-0.6,-13,-6,4,1.4,2,-2,-2.5,1.0,-2
CCOC(=O)c1cn2nc(Oc3ccc(OC)cc3)ccc2n1,7,2.9,1,9,3,1.5,13,-12,1.9,-1.7,-6
CN(C)CCCn1c(SCC(=O)Nc2sc3c(c2C#N)CCCC3)nnc1-c1ccncc1,-15,-1.7,8,17,11,0.4,-2,8,-1.4,-3.7,9
COc1ccc(-c2nc(NC(=O)c3n[nH]c(=O)c4ccccc34)sc2C)cc1,-22,0.4,20,1,-3,2.5,7,-2,2.5,-0.2,-25
Cc1cccc(NC(=O)NC2CCCCCCC2)c1,-4,x,16,6,4,x,-4,8,3.3,-1.2,-10
O=C1C2C3C=CC(CC3)C2C(=O)N1/N=C/c1ccc(O)c(O)c1 (stereo not drawn),-10,-3.2,26,16,-8,0.1,1,-6,3.0,-3.6,-18
COC(=O)CNC(=O)C(CCSC)NC(C)=O (stereo not drawn),229,-2.0,-5,14,4,5.2,2,-9,4.2,-2.8,-7
Cc1ccc(OCC(O)CN2CCOCC2)cc1C (stereo not drawn),-3,1.7,1,17,-3,3.1,6,3,1.8,-3.6,5
CCOC(=O)CSc1nnc(-c2ccccc2)c(-c2ccccc2)n1,1,x,-2,5,-8,x,-3,1,0.4,-1.1,-26
Cn1cc(C(F)(F)F)nc1-c1ccc(OCC(O)CNCCOc2ccc(O)c(C(N)=O)c2)cc1 (stereo not drawn),-10,-0.5,6,18,-13,0.2,6,-1,3.0,-3.3,-21
OCC1(CC2CCCCO2)CCN(Cc2ccccc2-c2ccco2)CC1 (stereo not drawn),6,0.6,4,i,-4,1.0,-6,3,4.2,96*,-5

Results in phage Ecoli inh, OPRM1-OPRD1 inv and Tat export inh, for 2 of the compounds above:
| smiles | phage Ecoli inh | OPRM1-OPRD1 inv | Tat export inh |
| --- | --- | --- | --- |
| COC(=O)c1sc(NC(=O)/C=C/c2ccc(C)o2)nc1C | 1.3 | -2 | 0 |
| CCC1C(=O)N=C(SCC(=O)Nc2ccc(C(=O)OC)cc2)NC1=O (stereo not drawn) | 1.1 | 0 | -2 |

Compound activity: PubChem, several laboratories
